IDH1 R132H inh: inhibitors of IDH1 R132H reductase, primary screen, biochemical, plate reader, single point; Isocitrate dehydrogenase [NADP] cytoplasmic (Homo sapiens), O75874; diaphorase/resazurin fluorescence, 60 min; inhibition, % at 10 µM; 70,000 compounds, 0.18% hits; AID 624101, 2012; in the data active = inhibition above about 34%;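 note: 0% = DMSO and 100% = no enzyme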
Target sequence (O75874 whole entry R132H): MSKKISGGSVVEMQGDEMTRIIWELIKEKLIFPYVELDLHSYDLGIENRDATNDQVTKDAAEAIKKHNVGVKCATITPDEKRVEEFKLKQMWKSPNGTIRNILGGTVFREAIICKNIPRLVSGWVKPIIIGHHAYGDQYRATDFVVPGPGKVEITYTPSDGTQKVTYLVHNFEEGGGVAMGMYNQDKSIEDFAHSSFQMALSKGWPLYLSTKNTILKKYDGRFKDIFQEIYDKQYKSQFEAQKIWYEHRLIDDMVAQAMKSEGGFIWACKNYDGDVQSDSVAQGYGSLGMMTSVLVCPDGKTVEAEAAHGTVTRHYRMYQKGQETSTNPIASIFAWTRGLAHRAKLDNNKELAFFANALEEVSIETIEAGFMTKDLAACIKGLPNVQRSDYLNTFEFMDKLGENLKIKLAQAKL
EZH2 inh: EZH2/PRC2 methyltransferase inhibitors, primary screen, biochemical, DELFIA time-resolved fluorescence, single point; Histone-lysine N-methyltransferase EZH2 (Homo sapiens), Q15910; PRC2 H3K27 methylation, DELFIA TRF, 1 h; inhibition, % at 12.5 µM; 57,000 compounds, 0.35% hits; AID 651548, 2012;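 active = mean inhibition of replicates at least 50% and every single replicate also reaching 50%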;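 note: dimethyl H3K27 on biotinylated H3 21-44 peptide detected by antibody; plate controls were median neutral control wells for no effect and median positive control wells for full effect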
Active calls of the source: *; · = not tested or not shown; & = joins results of further samples. Some of the compounds tested; rates above refer to the full screens.

Below each compound – IDH1 R132H inh | EZH2 inh
- C[C@@H]1O[C@@H](O[C@H]2[C@@H]3C=CO[C@@H](O[C@@H]4O[C@H](CO)[C@@H](O)[C@H](O)[C@H]4O)[C@@H]3[C@@]3(CO)O[C@@H]23)[C@H](OC(=O)/C=C/c2ccc(O)c(O)c2)[C@H](O)[C@H]1O
 : -1.7 | 18
- CCCC(=O)Nc1ccc2c(c1)C(=O)N(C)C[C@@H](OC)[C@@H](C)CN(Cc1cccc(F)c1)[C@H](C)CO2
 : 0.4 | -9
- CCCNC(=O)Nc1ccc2c(c1)C(=O)N(C)C[C@@H](OC)[C@@H](C)CN[C@@H](C)CO2
 : 0.4 | 6
- COc1ccc(CN(C)C[C@H]2OCCCC[C@H](C)Oc3ccc(N(C)C)cc3C(=O)N([C@H](C)CO)C[C@H]2C)cc1
 : 0.2 | -16
- O=C(C[C@H]1C[C@H]2c3cc(NC(=O)c4ccc5c(c4)OCO5)ccc3O[C@H]2[C@@H](CO)O1)NCc1ccc(Oc2ccccc2)cc1
 : -0.1 | -6
- COc1ccccc1-c1cn(CC[C@@H]2CC[C@@H](NC(=O)CCN3CCCCC3)[C@H](CO)O2)nn1
 : 0.2 | -1
- C[C@@H]1O[C@H]2Oc3c(-c4ccc(O)c(O)c4)oc4cc(O)c(c(O)c4c3=O)-c3cc(ccc3O)/C=C\C(=O)OC[C@H]3O[C@@H](O[C@H]([C@H]1O)[C@H]2O)[C@H](O)[C@@H](O)[C@@H]3O
 : -1.1 | ·
- O=C(COc1ccc(C(=O)Nc2ccccc2Cl)cc1)Nc1ccc(Oc2ccccc2)cc1
 : -0.2 | ·
- CO[C@@H]1CN(C)C(=O)c2cc(NC(=O)NC(C)C)ccc2OC[C@H](C)N(C(=O)CN(C)C)C[C@@H]1C
 : 0.2 | 1
- COc1ccc(S(=O)(=O)N(C)C[C@@H]2Oc3c(NS(=O)(=O)c4ccccc4)cccc3C(=O)N([C@H](C)CO)C[C@@H]2C)cc1
 : -2.7 | ·

(listing goes on)
Below each compound – IDH1 R132H inh | EZH2 inh
- CCCNC(=O)N(C)C[C@@H]1Oc2ncc(C#CCC3CCCC3)cc2C(=O)N([C@H](C)CO)C[C@H]1C
 : -0.2 | -9
- CO[C@H]1CN(C)C(=O)c2cc(NC(C)=O)ccc2OC[C@@H](C)N(CC2CCCCC2)C[C@@H]1C
 : · | -5
- C[C@H](CO)N1C[C@H](C)[C@H](CN(C)C(=O)Nc2ccccc2)Oc2ccc(NS(=O)(=O)c3ccccc3)cc2CC1=O
 : 1.0 | 4
- C[C@H]1CN([C@@H](C)CO)S(=O)(=O)c2ccc(C#CC(C)(C)O)cc2O[C@@H]1CN(C)Cc1ccccc1
 : -2.2 | 0
- COc1ccccc1NC(=O)N[C@H]1C=C[C@H](CC(=O)NCc2ccc(Cl)c(Cl)c2)O[C@@H]1CO
 : 0.2 | 12
- O=C(CCCCCC(=O)Nc1ccccc1O)N/N=C/c1ccc(N2CCCC2)cc1
 : -0.3 | 8
- COc1ccccc1N1CCN(CCn2c(=O)[nH]c3c([nH]c4ccccc43)c2=O)CC1
 : -1.2 | -5
- CO[C@@H]1CN(C)C(=O)c2cc(NC(=O)C3CCCC3)ccc2OC[C@H](C)N(C)C[C@@H]1C
 : -0.1 | 12
- O=c1cc(-c2ccccc2)oc2cc(O)ccc12
 : 0.1 | ·
- C=C1C2(C)OC(=O)C34OC2C2=C(CO)C5(CCC2(C)C13C(=O)OC4C)C(O)CC(=O)OC5(C)C (centres undefined)
 : 1.6 | ·

Remaining list, next part
Below each compound – IDH1 R132H inh | EZH2 inh
- C[C@@H]1CCCCO[C@H](CN(C)CC2CCCCC2)[C@@H](C)CN([C@H](C)CO)C(=O)c2cc(NC(=O)CCCCCC(=O)Nc3ccccc3N)ccc2O1
 : · | -38
- C/C=C/c1ccc2c(c1)O[C@H](CN(C)C(=O)c1ccc(F)cc1)[C@@H](C)CN([C@@H](C)CO)S2(=O)=O
 : 0.3 | ·
- O=C(O)CNc1ncnc2oc(-c3ccccc3)c(-c3ccccc3)c12
 : 2.1 | ·
- O=S(=O)(NCC[C@H]1CC[C@@H](NS(=O)(=O)c2cccc(Cl)c2)[C@H](CO)O1)c1cccc(F)c1
 : -0.2 | 0
- COc1ccc(S(=O)(=O)Nc2ccc3c(c2)CC(=O)N([C@@H](C)CO)C[C@H](C)[C@@H](CN(C)C(=O)Nc2ccc(F)cc2)O3)cc1
 : -15 | ·
- O=C(C[C@@H]1CC[C@H](NS(=O)(=O)c2ccc(F)cc2)[C@@H](CO)O1)NCCN1CCCCC1
 : 0.3 | -4
- O=C(Cn1nc(-c2cccc([N+](=O)[O-])c2)c2ccccc2c1=O)NCC1CCCO1 (centres undefined)
 : -0.2 | -4
- CN1CCN(C(=O)C[C@H]2C[C@H]3c4cc(NS(C)(=O)=O)ccc4O[C@H]3[C@H](CO)O2)CC1
 : -0.5 | 5
- COc1ccc(S(=O)(=O)N(C)C[C@H]2OCCCC[C@@H](C)Oc3ccc(NC(=O)Nc4ccc(F)cc4)cc3C(=O)N([C@@H](C)CO)C[C@@H]2C)cc1
 : 2.0 | ·
- O=C(NCc1ccccc1)C1=C[C@H](C2CCCCC2)C[C@H](OCc2ccc(CO)cc2)O1
 : · | 18

(cont.)
Below each compound – IDH1 R132H inh | EZH2 inh
- CC(C)OC(=O)N(C)C[C@H]1OCc2cnnn2CCCC(=O)N([C@@H](C)CO)C[C@@H]1C
 : 8.4 | ·
- C[C@H]1CN([C@@H](C)CO)C(=O)c2cc(NC(=O)CCN3CCOCC3)ccc2O[C@@H]1CN(C)Cc1ccncc1
 : · | 2
- COc1ccccc1NC(=O)CSc1nc2ccc([N+](=O)[O-])cc2[nH]1
 : 0.3 | 1
- C[C@@H]1CN([C@@H](C)CO)C(=O)c2cccc(NS(=O)(=O)c3ccc(Cl)cc3)c2O[C@@H]1CN(C)C(=O)Nc1ccc(C(F)(F)F)cc1
 : 4.1 | ·
- CO[C@@H]1CN(C)C(=O)c2ccc(NC(C)=O)cc2OC[C@H](C)N(Cc2ccccn2)C[C@H]1C
 : 0.1 | -3
- C[C@@H]1CCCCO[C@@H](CN(C)S(=O)(=O)c2cccs2)[C@H](C)CN([C@@H](C)CO)C(=O)c2cc(NC(=O)Nc3ccc(F)cc3)ccc2O1
 : -0.7 | ·
- CCOc1ccc(C(Nc2cccc(C)n2)c2ccc3ccc(C)nc3c2O)cc1 (centres undefined)
 : -0.2 | -10
- C[C@@H]1CCCCO[C@H](CN(C)C(=O)Nc2cccc3ccccc23)[C@@H](C)CN([C@H](C)CO)C(=O)c2cc(NC(=O)C3CCCCC3)ccc2O1
 : 1.2 | ·
- C[C@@H]1CN([C@H](C)CO)C(=O)c2cc(NS(=O)(=O)c3cn(C)cn3)ccc2O[C@@H]1CN(C)S(C)(=O)=O
 : -0.7 | ·
- COC(=O)c1c(NC(=O)Cc2ccccc2[N+](=O)[O-])sc2c1CCCC2
 : -0.1 | -2

Remaining list, next part
Below each compound – IDH1 R132H inh | EZH2 inh
- CN(C)C(=O)C[C@@H]1C[C@H]2c3cc(NC(=O)C4CCC4)ccc3O[C@H]2[C@@H](CO)O1
 : -0.1 | 11
- CC(C)(C)[S@](=O)N1Cc2cc(C(=O)N3CCOCC3)nc(-c3cccc(-c4ccc(C#N)cc4)c3)c2[C@@H]1CCO
 : 0.2 | 8
- Cc1cc(NC(=O)CN(c2c(C)cccc2C)S(C)(=O)=O)ccc1Br
 : -0.1 | -3
- Cc1ccc(NC(=O)CSc2nnc(-c3ccncc3)o2)cc1C
 : 0.7 | 1
- CCC(=O)N(C)C[C@H]1Oc2cc(-c3ccccc3F)ccc2S(=O)(=O)N([C@H](C)CO)C[C@H]1C
 : -0.4 | -1&-4
- COc1ccc(NC(=O)N(C)C[C@H]2Oc3ncc(C4=CCCC4)cc3C(=O)N([C@H](C)CO)C[C@H]2C)cc1
 : -4.2 | 8
- C[C@H]1CCCCO[C@H](CN(C)C(=O)CCCN(C)C)[C@@H](C)CN([C@@H](C)CO)C(=O)c2cc(NS(=O)(=O)c3ccc(Cl)cc3)ccc2O1
 : 3.0 | ·
- C[C@@H]1CN([C@H](C)CO)C(=O)c2cc(NC(=O)CCC(F)(F)F)ccc2O[C@@H]1CN(C)Cc1ccc(C(=O)Nc2ccccc2N)cc1
 : · | -27
- C[C@H]1CN([C@@H](C)CO)C(=O)c2cccc(NC(=O)c3ccc(-c4nccs4)cc3)c2O[C@@H]1CN(C)C(=O)NC1CCCCC1
 : -2.6 | ·
- O=C(C[C@@H]1C[C@@H]2c3cc(NC(=O)C4CCC4)ccc3O[C@@H]2[C@H](CO)O1)NCC1CC1
 : -0.3 | 0

Record cards (already shown).
O=C(C[C@@H]1C[C@@H]2c3cc(NC(=O)C4CCC4)ccc3O[C@@H]2[C@H](CO)O1)NCC1CC1 as listed: IDH1 R132H inh: -0.3; EZH2 inh: 0
Cc1ccc(NC(=O)CSc2nnc(-c3ccncc3)o2)cc1C as listed: IDH1 R132H inh: 0.7; EZH2 inh: 1
C[C@H]1CN([C@@H](C)CO)C(=O)c2cccc(NC(=O)c3ccc(-c4nccs4)cc3)c2O[C@@H]1CN(C)C(=O)NC1CCCCC1 as listed: IDH1 R132H inh: -2.6; EZH2 inh: ·

Further results.
Below each compound – IDH1 R132H inh | EZH2 inh
- CN(C)C(=O)C[C@@H]1CC[C@H](NC(=O)NC2CCCC2)[C@@H](CO)O1
 : 0.1 | 11
- COc1ccc(CN(C)C[C@@H]2Oc3ccc(NC(=O)Nc4ccc5c(c4)OCO5)cc3C(=O)N([C@@H](C)CO)C[C@H]2C)cc1
 : -1.2 | ·
- C[C@H](CO)N1C[C@H](C)[C@H](CN(C)C(=O)NC2CCCCC2)Oc2ccc(NC(=O)CCCN(C)C)cc2C1=O
 : 0.4 | -7
- CC(C)NC(=O)N(C)C[C@@H]1OCCCC[C@@H](C)Oc2ccc(NC(=O)c3ccncc3)cc2C(=O)N([C@@H](C)CO)C[C@H]1C
 : 6.3 | -4
- CO[C@H]1CN(C)C(=O)c2cc(NC(=O)NC3CCCCC3)ccc2OC[C@@H](C)N(CC2CCOCC2)C[C@H]1C
 : 0.3 | 15
- C[C@H]1CN([C@@H](C)CO)C(=O)c2cccc(NC(=O)Nc3cccc4ccccc34)c2O[C@H]1CN(C)CC1CC1
 : -0.7 | ·
- O=C(C[C@H]1C[C@@H]2c3cc(NS(=O)(=O)c4ccc(F)cc4)ccc3O[C@@H]2[C@H](CO)O1)N1CCCCC1
 : 0.1 | -1
- C[C@@H]1CN([C@H](C)CO)C(=O)CCCn2cc(nn2)CO[C@H]1CN(C)S(=O)(=O)c1cccs1
 : 0.5 | ·
- CCCNC(=O)Nc1ccc2c(c1)C(=O)N(C)C[C@H](OC)[C@H](C)CN(C(=O)c1ccccc1F)[C@H](C)CO2
 : 0.2 | -7
- COc1ccc(S(=O)(=O)N(C)C[C@@H]2Oc3ccc(NC(=O)Nc4c(C)noc4C)cc3CC(=O)N([C@@H](C)CO)C[C@H]2C)cc1
 : 2.4 | ·

(next part)
Below each compound – IDH1 R132H inh | EZH2 inh
- Cc1noc(C)c1NC(=O)N(C)C[C@H]1OCCCC[C@H](C)Oc2ccc(NC(=O)C3CCCCC3)cc2C(=O)N([C@H](C)CO)C[C@@H]1C
 : 3.1 | ·
- CCCN(C)C[C@H]1OCCCC[C@@H](C)Oc2ccc(NS(=O)(=O)c3cn(C)cn3)cc2C(=O)N([C@@H](C)CO)C[C@@H]1C
 : · | -4
- Cc1ccc(S(=O)(=O)N(C)C[C@H]2Oc3c(NC(=O)C4CC4)cccc3C(=O)N([C@@H](C)CO)C[C@H]2C)cc1
 : -0.8 | 0
- CN1CCN(C(=O)C[C@@H]2CC[C@H](NC(=O)Nc3ccccc3F)[C@@H](CO)O2)CC1
 : 0.2 | 2
- COc1cccc(-c2cnc3c(c2)C(=O)N([C@@H](C)CO)C[C@H](C)[C@@H](CN(C)Cc2ccc(C(=O)O)cc2)O3)c1
 : · | 1
- C[C@@H]1CN([C@H](C)CO)S(=O)(=O)c2ccc(Br)cc2O[C@H]1CN(C)Cc1cncnc1
 : 0.7 | -4
- Cc1nnc(SCC(=O)Nc2ccc(OC(F)(F)F)cc2)s1
 : -0.4 | 1
- C[C@H]1CN([C@@H](C)CO)C(=O)c2cc(C#CC3CC3)cnc2O[C@H]1CN(C)S(C)(=O)=O
 : -1.6 | -1
- CS(=O)(=O)N(CC(=O)Nc1ccccc1-c1ccccc1)c1ccc(Cl)cc1
 : -0.2 | -6
- COC(=O)c1ccccc1NC(=O)c1c(NC(=O)CN2CCCCCC2)sc2c1CCC2
 : 0.1 | 5

Looked up above:
`Cc1ccc(S(=O)(=O)N(C)C[C@H]2Oc3c(NC(=O)C4CC4)cccc3C(=O)N([C@@H](C)CO)C[C@H]2C)cc1` in EZH2 inh is listed with 0
`COc1cccc(-c2cnc3c(c2)C(=O)N([C@@H](C)CO)C[C@H](C)[C@@H](CN(C)Cc2ccc(C(=O)O)cc2)O3)c1` in EZH2 inh is listed with 1
`C[C@@H]1CN([C@H](C)CO)S(=O)(=O)c2ccc(Br)cc2O[C@H]1CN(C)Cc1cncnc1` in IDH1 R132H inh is listed with 0.7
`CCCN(C)C[C@H]1OCCCC[C@@H](C)Oc2ccc(NS(=O)(=O)c3cn(C)cn3)cc2C(=O)N([C@@H](C)CO)C[C@@H]1C` in EZH2 inh is listed with -4

More structures:
Below each compound – IDH1 R132H inh | EZH2 inh
- Cc1noc(C)c1C(=O)N(C)C[C@H]1OCc2ccccc2-c2ccccc2C(=O)N([C@@H](C)CO)C[C@@H]1C
 : 2.4 | 2
- Cc1ccc(OCC(=O)Nc2cccc3ncccc23)c(C)c1
 : 0.0 | -7
- O=C(NCC[C@@H]1CC[C@H](NS(=O)(=O)c2ccc(Oc3ccccc3)cc2)[C@@H](CO)O1)C1CC1
 : 0.0 | 12
- COc1ccc(NC(=O)Nc2ccc3c(c2)CC(=O)N([C@@H](C)CO)C[C@H](C)[C@@H](CN(C)Cc2ccc(Oc4ccccc4)cc2)O3)cc1
 : -8.9 | ·
